MEX-5 binding: C. elegans MEX-5 TCR-2 RNA binding activity | activity score (negative = inhibition of binding), % at 10 µM | Q9XUB2 | AID 1832 | MEX-5/FITC-TCR2 RNA binding, fluorescence polarization; stronger effect = lower value | hit rate 0.38% among 300,000;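 active = inhibition past about -25% in most replicates, and total fluorescence under double the plate's negative control median, limit read from the data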;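 also: 0% = DMSO and -100% = 5 µM competing unlabeled TCR2 RNA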
Target sequence (Q9XUB2 whole entry, looked up): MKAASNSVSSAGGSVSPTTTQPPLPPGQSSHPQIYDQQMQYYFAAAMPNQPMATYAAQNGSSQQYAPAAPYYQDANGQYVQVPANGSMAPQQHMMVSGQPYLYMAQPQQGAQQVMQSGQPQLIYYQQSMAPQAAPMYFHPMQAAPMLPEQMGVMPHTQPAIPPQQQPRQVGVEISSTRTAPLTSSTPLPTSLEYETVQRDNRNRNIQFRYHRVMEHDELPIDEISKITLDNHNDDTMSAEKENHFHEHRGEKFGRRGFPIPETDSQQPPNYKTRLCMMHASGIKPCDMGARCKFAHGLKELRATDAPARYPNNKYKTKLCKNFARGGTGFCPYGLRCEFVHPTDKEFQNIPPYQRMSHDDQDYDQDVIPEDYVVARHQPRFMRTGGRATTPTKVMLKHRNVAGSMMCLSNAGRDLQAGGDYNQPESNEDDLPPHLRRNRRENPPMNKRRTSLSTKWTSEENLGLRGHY
Bcl-xL primary: inhibitors of human Bcl-xL. hit rate 0.7% among 320,000. Q07817. inhibition, % at 10.9 µM. GST-Bcl-xL / FITC-Bim BH3 peptide fluorescence polarization;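 active = inhibition above the mean of all tested compounds plus 3 SD, cutoff set per campaign, cut at about 30% in these data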;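 also: 0% = DMSO wells and 100% = unlabeled Bim-BH3 peptide competitor; inhibitors lower millipolarization by displacing the labeled peptide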
Target sequence (Q07817 whole entry, looked up): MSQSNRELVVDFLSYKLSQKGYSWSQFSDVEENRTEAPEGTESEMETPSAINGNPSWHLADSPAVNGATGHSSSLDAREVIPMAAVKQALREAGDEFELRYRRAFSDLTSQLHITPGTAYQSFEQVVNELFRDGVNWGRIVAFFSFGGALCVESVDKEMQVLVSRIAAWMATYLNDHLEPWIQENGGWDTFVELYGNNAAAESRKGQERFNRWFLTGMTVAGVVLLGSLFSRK
MCL1 BIM primary: MCL1-BIM-BH3 interaction inhibition (human); GST-MCL1 / FITC-Bim-BH3 fluorescence polarization; inhibition, % at 10.9 µM; hit rate 0.68% among 320,000;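 active = inhibition above the mean inhibition of all tested compounds plus 3 SD, set per campaign, cut at about 40% in these data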;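 also: 0% = DMSO wells and 100% = unlabeled Bim-BH3 peptide control; higher means more loss of mP so more displacement of Bim peptide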
Target sequence (Q07820 whole entry, looked up): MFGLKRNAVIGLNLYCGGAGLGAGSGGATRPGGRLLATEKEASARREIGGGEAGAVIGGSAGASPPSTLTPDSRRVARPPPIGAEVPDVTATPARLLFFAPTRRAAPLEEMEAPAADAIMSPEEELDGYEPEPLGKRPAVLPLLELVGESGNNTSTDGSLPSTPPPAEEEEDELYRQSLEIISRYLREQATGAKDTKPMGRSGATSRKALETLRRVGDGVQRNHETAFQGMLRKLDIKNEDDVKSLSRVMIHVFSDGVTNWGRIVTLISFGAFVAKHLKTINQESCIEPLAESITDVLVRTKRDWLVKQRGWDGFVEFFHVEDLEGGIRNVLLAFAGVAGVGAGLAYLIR
CR mimetic SO: lowers age-related superoxide in aged yeast cells | S. cerevisiae aged cells, superoxide DHE fluorescence; stronger effect = lower value | superoxide response (% of plate mean), % at 10 µM | hit rate 0.18% among 330,000;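 active = superoxide response under a set limit, about three screen SD below normal, cut at about 65% in these data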;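 also: yeast aged for seven days with compound at 30 °C before DHE staining; 100% = average MFI of all compound-treated wells on the plate with controls excluded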
GLD-1 TGE inh: GLD-1-TGE RNA interaction inhibition (C. elegans); Q17339; purified GLD-1 + fluorescein TGE RNA, fluorescence polarization; inhibition, % at 5.96 µM; hit rate 0.44% among 320,000; AID 2280;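 active = percent inhibition above a per-plate cutoff, the plate mean of test compounds plus 3 SD, cut at about 30% in these data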;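 also: 0% = DMSO wells with GLD-1 and probe and 100% = wells lacking GLD-1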
GRK2 inh: human GRK2 inhibition via aptamer displacement; P25098; bead flow cytometry, FAM-aptamer displacement from GRK2; inhibition of aptamer binding, % at 10 µM; hit rate 0.59% among 330,000;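 active = inhibition of aptamer binding above 40%, roughly 3 SD of noise, on plates passing a quality check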;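 also: median bead fluorescence of bound FAM aptamer so fluorescent compounds give negative values; no value below 0 was filed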
Numbers without * were called inactive; x = not tested or not shown.

SMILES | MEX-5 binding | Bcl-xL primary | MCL1 BIM primary | CR mimetic SO | GLD-1 TGE inh | GRK2 inh
COc1ccc(Cl)cc1NC(=O)C1CCCN(S(=O)(=O)c2cccc3nonc23)C1 (stereo not drawn) | -2.4 | x | x | x | x | x
O=C(NNC1=NCCCCC1)Nc1cccc(Cl)c1 | 0.2 | x | x | x | x | x
O=C(c1coc(=O)c(Br)c1)N1CCOCC1 | -12 | x | x | x | x | x
Cc1ccc(C2=NN(C(=O)CCl)C(c3ccco3)C2)o1 (stereo not drawn) | 0.9 | x | x | x | x | x
COc1ccc(C(=O)C(CN2CCOCC2)c2ccccc2)cc1F (stereo not drawn) | -0.6 | x | x | x | x | x
CC1(c2nnc(-c3ccncc3)o2)CC(c2ccc([N+](=O)[O-])cc2)=NO1 (stereo not drawn) | 0.7 | x | x | x | x | x
OCCNc1nc2ccccc2n1-c1ncnc2sc3c(c12)CCC3 | -2.2 | x | x | x | x | x
CCOC(=O)C1CCN(C(=O)C(C)N(c2ccc(Oc3ccccc3)cc2)S(C)(=O)=O)CC1 (stereo not drawn) | -0.8 | x | x | x | x | x
CCOC(=O)[C@H]1[C@H]2COc3ccc(Cl)cc3[C@@H]2N2C(=O)c3ccccc3NC(=O)[C@@]12C | x | -11 | -18 | x | -2 | x
CCOC(=O)[C@H]1[C@H]2COc3ccc(C)cc3[C@@H]2N2C(=O)c3cc(OC)c(OC)cc3NC(=O)[C@@]12C | x | 0 | 4 | x | 6 | x
CCOC(=O)[C@H]1[C@H]2COc3ccccc3[C@@H]2N2C(=O)c3cc(Cl)ccc3NC(=O)[C@@]12C | x | 2 | 3 | x | 6 | x
CCOC(=O)[C@H]1[C@H]2COc3ccc(Br)cc3[C@@H]2N2C(=O)c3cc(F)c(F)cc3NC(=O)[C@@]12C | x | -1 | -3 | x | 2 | x
CCOC(=O)[C@H]1[C@H]2COc3cc(OC)ccc3[C@@H]2N2C(=O)c3cc(OC)c(OC)cc3NC(=O)[C@@]12C | x | -8 | -8 | x | 8 | x
CCOC(=O)[C@H]1[C@H]2COc3cc(OC)ccc3[C@@H]2N2C(=O)c3ccc(C)cc3NC(=O)[C@@]12C | x | 5 | 4 | x | 3 | x
CCOC(=O)[C@H]1[C@H]2COc3ccc(C)cc3[C@@H]2N2C(=O)c3cc(F)c(F)cc3NC(=O)[C@@]12C | x | 1 | 4 | x | 4 | x
COc1ccccc1CNCCS(=O)(=O)NN1CCOCC1 | x | x | x | 97 | x | 0
CC[C@]12c3[nH]c4ccc(OC)cc4c3CCN1C(=O)C(CC(=O)NCC13CC4CC(CC(C4)C1)C3)C[C@@H]2C(=O)N1CCN(C(=O)c2ccco2)CC1 (stereo partly drawn) | x | x | x | 95 | x | 43*
COc1ccc2[nH]c3c(c2c1)CCN1C(=O)C(CC(=O)NCc2ccc(OC)c(OC)c2)C[C@H](C(=O)N2CCOCC2)[C@@]31CCC1CCCC1 (stereo partly drawn) | x | x | x | 82 | x | 8
COC(=O)[C@@]1(C)[C@H]2C(=O)N(Cc3ccccc3)C(=O)[C@H]2[C@H]2CN=C(SCc3ccccc3)N21 | x | x | x | 102 | x | 3
O=C1OCCN1C(=O)[C@H]1[C@H](c2ccc(F)cc2)C(c2ccccc2)=NN1c1ccc(Br)cc1 | x | x | x | 102 | x | 4
O=C(Cc1ccc(F)cc1)N[C@@H]1c2ccccc2CC[C@H]1OCc1ccccc1 | x | x | x | 99 | x | 0
CCOC(=O)C1=CN(Cc2cccc(F)c2)S(=O)(=O)N(CC)C1c1cccc(OC)c1 (stereo not drawn) | x | x | x | 104 | x | 0
CCOC(=O)C1=CN(Cc2ccc(Br)cc2)S(=O)(=O)NC1C (stereo not drawn) | x | x | x | 100 | x | 3
COC(=O)[C@H](C(C)C)N(Cc1ccccc1)S(=O)(=O)CCNC1CCCC1 | x | x | x | 112 | x | 0
CCOC(=O)C1=CN(Cc2cccc(F)c2)S(=O)(=O)NC1c1cccc(OC)c1 (stereo not drawn) | x | x | x | 97 | x | 0
COc1cc(C2CC(=O)Oc3cc(C)cc(C)c32)cc(OC)c1OC (stereo not drawn) | x | x | x | 104 | x | 0
C=CCC1[C@H](C)[C@H]2[C@@H]3CC[C@@H](C3)[C@H]2CN1S(=O)(=O)c1ccc(C)cc1 (stereo partly drawn) | x | x | x | 96 | x | 4
Cc1ccc(S(=O)(=O)N2C[C@@H]3[C@H]4CC[C@H](C4)[C@@H]3[C@@H](C)[C@@H]2c2cn(Cc3ccccc3)c3ncccc23)cc1 | x | x | x | 102 | x | 3
CN(C)C(=O)CCc1ccc2c3c([nH]c2c1)[C@]1(CCC2CCCC2)[C@@H](C(=O)N2CCOCC2)C[C@H](CC(=O)NCCc2ccccn2)C(=O)N1CC3 | x | x | x | 94 | x | 0
CCCN=C1N(CC)C[C@@H]2[C@@H]3C(=O)N(Cc4ccccc4)C(=O)[C@@H]3[C@](Cc3ccccc3)(C(=O)OC)N12 | x | x | x | 98 | x | 6
COc1ccc(OC)c(C(=O)N(C[C@H]2CC[C@@H]([C@@H]3CC[C@H](CO)O3)O2)C(C(=O)NC(C)(C)C)c2ccc(-c3ccccc3)cc2)c1 (stereo partly drawn) | x | x | x | 113 | x | 1
CCOC(=O)C1=CN(Cc2ccco2)S(=O)(=O)N(C)C1c1cccc(OC)c1 (stereo not drawn) | x | x | x | 93 | x | 1
CN(C)C(=O)CCc1ccc2c3c([nH]c2c1)[C@]1(CCC2CCCC2)[C@@H](C(=O)N2CCOCC2)C[C@H](CC(=O)NCCN2CCOCC2)C(=O)N1CC3 | x | x | x | 92 | x | 4
O=C1OCCN1C(=O)[C@H]1[C@H](c2ccccc2)C(c2ccc(F)cc2)=NN1c1ccccc1 | x | x | x | 130 | x | 1
O=C(C[C@H]1C[C@H](C(=O)N2CCCCC2)[C@@]2(CCc3ccccc3)c3[nH]c4ccc(Cl)cc4c3CCN2C1=O)NCc1ccco1 | x | x | x | 91 | x | 2
COc1cc2oc(=O)cc(-c3ccc(-c4ccc(CO)cc4)cc3)c2c(OC)c1OC | x | x | x | 104 | x | 1
CC[C@]12c3[nH]c4ccc(OC)cc4c3CCN1C(=O)C(CC(=O)NCCCn1ccnc1)C[C@@H]2C(=O)N1CCN(C(=O)C2CC2)CC1 (stereo partly drawn) | x | x | x | 104 | x | 0
Cc1ccc(NC(=O)c2ncn(CC(=O)NCc3nc4ccccc4[nH]3)n2)cc1C | x | x | x | 102 | x | 0
C[C@]12c3[nH]c4ccc(Cl)cc4c3CCN1C(=O)[C@@H](CC(=O)NCCc1ccccn1)C[C@@H]2C(=O)N1CCCCC1 | x | x | x | 93 | x | 0
CC[C@]12c3[nH]c4ccc(OC)cc4c3CCN1C(=O)C(CC(=O)NCCCOC)C[C@@H]2C(=O)N1CCN(C(=O)C2CC2)CC1 (stereo partly drawn) | x | x | x | 84 | x | 3
Cc1cc(N2O[C@H]3C=C[C@@H]2C3)no1 | x | x | x | 103 | x | 10
CCOC(=O)C1=CN(CC)S(=O)(=O)NC1c1cccc(OC)c1 (stereo not drawn) | x | x | x | 93 | x | 1
O=C1C[C@@H]2CCN3C(=O)CCC[C@@H]([C@H]23)[C@H]1Cc1ccccc1 | x | x | x | 100 | x | 0
OC[C@@H]1[C@@H](c2ccc(F)cc2)C(c2cccc(Cl)c2)=NN1c1ccccc1 | x | x | x | 88 | x | 0
CC(C)N(C(=O)[C@H]1C[C@H](CC(=O)NCCCN(C)C)C(=O)N2CCc3c([nH]c4cc(-c5ccco5)ccc34)[C@]12C)C(C)C | x | x | x | 100 | x | 0
Cc1ccc(S(=O)(=O)NCCNS(=O)(=O)c2ccccc2Br)cc1 | x | x | x | 135 | x | 0
COc1ccc(CNC(=O)C[C@H]2C[C@H](C(=O)N3CCCCC3)[C@@]3(C)c4[nH]c5ccc(Cl)cc5c4CCN3C2=O)cc1OC | x | x | x | 99 | x | 2
CCCCN1C(=O)N(CCc2ccc(F)cc2)S(=O)(=O)c2cc(C(F)(F)F)ccc21 | x | x | x | 119 | x | 2
NCC(=O)NCC(=O)NC[C@H]1O[C@@H](n2cnc3c(N)ncnc32)[C@H](O)[C@@H]1O | x | x | x | 92 | x | 6
CC(C)[C@H]1COCCS(=O)(=O)N1Cc1ccccc1-c1ccc(C(C)(C)C)cc1 | x | x | x | 87 | x | 0
Cc1ccc(CC(NC(=O)C2CCCCC2)C(=O)O)cc1 (stereo not drawn) | x | x | x | 106 | x | 0
COc1ccc(C2CC(c3cccc(F)c3)=NN2c2ccc(S(N)(=O)=O)cc2)cc1 (stereo not drawn) | x | x | x | 106 | x | 0
CCOC(=O)C1=CN(Cc2cccc(-c3ccc(Cl)nc3)c2)S(=O)(=O)N(C)C1C (stereo not drawn) | x | x | x | 100 | x | 0
CC#CCN1C=C(C(=O)OCC)C(C)N(Cc2ccc(Br)cc2)S1(=O)=O (stereo not drawn) | x | x | x | 97 | x | 1
CN(C)C(=O)CCc1ccc2c3c([nH]c2c1)[C@]1(C)[C@@H](C(=O)N2CCOCC2)C[C@H](CC(=O)NC(C)(C)C)C(=O)N1CC3 | x | x | x | 102 | x | 4
CCCCCCCCN1N=N[C@H]2[C@H]1[C@@H]1C[C@H]2N(C(=O)OC(C)(C)C)O1 | x | x | x | 112 | x | 5
COc1ccc2[nH]c3c(c2c1)CCN1C(=O)C(CC(=O)NCCC2=CCCCC2)C[C@H](C(=O)N2CCOCC2)[C@@]31CCC1CCCC1 (stereo partly drawn) | x | x | x | 89 | x | 2
CCOC(=O)C1C(C(=O)OC)=C(c2ccc(F)cc2)c2ccccc2N1S(=O)(=O)C(F)(F)F (stereo not drawn) | x | x | x | 108 | x | 0
O=c1c2ccccc2oc2c1oc1ccccc12 | x | x | x | 93 | x | 0
COc1ccc(-c2cc(CCC(=O)N3CCN(c4cc(C)ccc4C)CC3)[nH]n2)cc1 | x | x | x | 81 | x | 0

Remaining list, next part:
SMILES | MEX-5 binding | Bcl-xL primary | MCL1 BIM primary | CR mimetic SO | GLD-1 TGE inh | GRK2 inh
CC[C@]12c3[nH]c4ccc(Cl)cc4c3CCN1C(=O)[C@@H](CC(=O)NCCCn1ccnc1)C[C@@H]2C(=O)N1CCN(C(=O)c2ccco2)CC1 | x | x | x | 88 | x | 0
COC(=O)[C@@]1(C)[C@H]2C(=O)N(Cc3ccccc3)C(=O)[C@H]2[C@H]2CN=C(SCc3ccc(C#N)cc3)N21 | x | x | x | 122 | x | 0
O=C1c2cc(Br)ccc2OC2C=CC=CC12 (stereo not drawn) | x | x | x | 96 | x | 1
O=C(COCc1ccccc1)N[C@@H]1c2ccccc2CC[C@H]1OCc1ccccc1 | x | x | x | 98 | x | 4
CCOC(=O)C1=CNS(=O)(=O)NC1c1cccc(O)c1 (stereo not drawn) | x | x | x | 100 | x | 0
O=S1(=O)N[C@@H](Cc2ccccc2)COc2cc(Br)ccc21 | x | x | x | 105 | x | 0
Cc1ccc(S(=O)(=O)N2C[C@@H]3[C@H]4CC[C@H](C4)[C@@H]3[C@@H](C)[C@@H]2c2cn(Cc3ccccc3)c3ccc(F)cc23)cc1 | x | x | x | 97 | x | 29
C=CCN1CCS(=O)(=O)N(Cc2ccccc2)[C@@H](C(C)C)C1=O | x | x | x | 111 | x | 0
CC[C@]12c3[nH]c4ccc(OC)cc4c3CCN1C(=O)C(CC(=O)NCCCOC)C[C@@H]2C(=O)N1CCN(C(=O)c2ccco2)CC1 (stereo partly drawn) | x | x | x | 107 | x | 0
CCCCNS(=O)(=O)CCNCc1ccco1 | x | x | x | 103 | x | 6
COC(=O)[C@@]1(C)[C@H]2C(=O)N(C)C(=O)[C@H]2[C@H]2CN=C(SCc3ccccc3)N21 | x | x | x | 104 | x | 2
COc1ccc(CNCCS(=O)(=O)NN2CCOCC2)cc1 | x | x | x | 116 | x | 1
O=c1oc2ccccc2c2c1cnc1ccccc12 | x | x | x | 108 | x | 7
CCOC(=O)C1=CN(Cc2ccco2)S(=O)(=O)NC1CC (stereo not drawn) | x | x | x | 99 | x | 8
O=C1c2ccccc2[C@@H]2C[C@@H](O)[C@H](Nc3ccccc3-c3ccccc3)CCN12 | x | x | x | 117 | x | 0

Source: PubChem BioAssay (several laboratories)

Only part of the results is shown; the hit share may differ from the screen's.
